# Kir21 block – blocks the mouse Kir2.1 inward-rectifier potassium channel; actives 0.85% (n = 310,000); HEK293-Kir2.1, FluxOR thallium flux fluorescence; stronger effect = lower value; P35561; B-score at 10 µM;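 active = fluorescence ratio B-score at or below minus 3 SD of library scores, with starting-brightness B-score within 2 SD, cut at about -4.2 in these data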;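 note: channel flux triggered by added potassium and thallium sulfate stimulus; B-score of peak minus minimum fluorescence over baseline after thallium stimulus; more negative B-score means stronger Kir2.1 block with less thallium influx; some compounds called inactive have numbers as strong as hits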
# KCNQ2 inh – KCNQ2 channel blockers in CHO-K1 cells – cell-based, FluxOR thallium flux, B-score, primary screen (AID 2156); 20 min; stronger effect = lower value; B-score at 10 µM; actives 1.1% (n = 310,000);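 active = fluorescence ratio B-score at most minus 3 library SDs, with starting brightness B-score within 2 library SDs, cut at about -5.5 in these data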
# Target sequence (O88943 whole entry, looked up): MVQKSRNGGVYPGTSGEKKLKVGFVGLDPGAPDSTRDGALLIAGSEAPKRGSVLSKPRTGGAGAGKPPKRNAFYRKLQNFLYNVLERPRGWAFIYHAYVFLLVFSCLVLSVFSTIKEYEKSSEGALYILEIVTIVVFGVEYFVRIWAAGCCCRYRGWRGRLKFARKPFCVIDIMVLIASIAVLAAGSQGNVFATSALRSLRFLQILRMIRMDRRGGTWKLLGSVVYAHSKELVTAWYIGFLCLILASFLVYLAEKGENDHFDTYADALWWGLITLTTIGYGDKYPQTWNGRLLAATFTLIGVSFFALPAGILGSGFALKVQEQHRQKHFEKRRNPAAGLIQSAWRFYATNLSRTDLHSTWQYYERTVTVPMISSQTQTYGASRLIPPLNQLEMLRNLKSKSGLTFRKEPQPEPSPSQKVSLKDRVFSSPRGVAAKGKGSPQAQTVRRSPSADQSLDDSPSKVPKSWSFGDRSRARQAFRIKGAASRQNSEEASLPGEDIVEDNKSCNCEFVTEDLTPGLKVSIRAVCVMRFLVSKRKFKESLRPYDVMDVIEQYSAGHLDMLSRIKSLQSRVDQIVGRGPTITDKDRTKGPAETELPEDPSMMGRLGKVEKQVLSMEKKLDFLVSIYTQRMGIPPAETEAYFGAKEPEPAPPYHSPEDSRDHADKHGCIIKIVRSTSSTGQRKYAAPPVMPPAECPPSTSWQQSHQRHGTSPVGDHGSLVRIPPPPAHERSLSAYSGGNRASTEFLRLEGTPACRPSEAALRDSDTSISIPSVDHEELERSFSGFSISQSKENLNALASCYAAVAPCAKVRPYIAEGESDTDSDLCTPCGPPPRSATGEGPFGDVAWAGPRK
# STK33 inh – inhibitors of human STK33 kinase; actives 0.073% (n = 320,000); inhibition, % at 10 µM; AID 2661; Q9BYT3; purified STK33, MBP phosphorylation, ADP-Glo luminescence;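 active = inhibition at or above 25%, using the most active replicate where run in duplicate; inactive = inhibition below 25%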
# Active calls of the source: *; i = inactive; . = no result given.
SMILES,Kir21 block,KCNQ2 inh,STK33 inh
COc1ccc(CCNC(=O)COc2ccc(S(=O)(=O)N3CCCC3)cc2)cc1,0.56,i,-1.8
N#Cc1c(N)sc(=S)c2c1CCCCC2,-0.67,i,-2.8
CC(C)(C)C(=O)Nc1sc2c(c1C#N)CCN(Cc1ccccc1)C2,0.37,i,-1.0
CCOc1cc(C(=O)Nc2ccccc2N2CCOCC2)ccc1OCC(=O)N1CCCCC1,-0.11,i,0.9
Cc1nc2c3c(sc2c(=O)[nH]1)NC(=O)CC3c1ccccc1Cl (stereo not given),-1.1,i,2.4
Cc1noc(C)c1C(=O)N1CCN(CCc2ccccc2)CC1,-0.14,i,-0.7
N#CCSc1nccc(/C=C/c2ccccc2)n1,-0.89,i,3.1
Cn1nc(CC(=O)Nc2ccc(N3CCN(C(=O)OC(C)(C)C)CC3)cc2)c2ccccc2c1=O,-0.02,i,-1.8
O=C(Cc1cccc2ccccc12)NN1C(=O)CSC1=S,0.87,i,-2.1
CSc1nc(C)cc(Oc2ccc(=O)[nH]n2)n1,1,i,-0.2
O=C(NCc1nc(-c2ccccc2)cs1)c1ccccc1,1,i,11
COc1ccc(NCc2nnc(SCC(=O)NNC(=O)c3ccc(C)cc3)n2C)cc1,-0.65,i,0.1
CN(C)S(=O)(=O)c1cccc(NC(=O)COC(=O)c2cc(-c3cccc(Br)c3)nc3ccccc23)c1,-0.3,i,-2.2
Cc1cnc(C(=O)NNC(=O)c2ccc(Br)cc2)cn1,4.3,i,-0.8
O=C(NC1CCCCC1)c1nc2c(nnn2Cc2ccccc2Cl)c(=O)[nH]1,0.03,i,0.1
Cc1oc(-c2ccc(Cl)cc2)nc1CN1CCC(C(=O)NCCCN2CCCC(C)C2)CC1 (stereo not given),-1.2,i,-1.0
COc1ccc(NC(=O)CNC(=O)Cc2ccccc2)cc1OC,1.6,i,-0.4
CCOc1ccc(S(=O)(=O)NCCC(=O)OCC(=O)Nc2cc(C)on2)cc1,1,i,-0.7
CCCNS(=O)(=O)c1ccc(OCC(=O)N2CCOCC2)cc1,2.7,i,-1.9
CN(C)S(=O)(=O)n1cc(/C=C(\NC(=O)c2ccccc2Cl)C(=O)NCCCN2CCOCC2)c2ccccc21,-0.11,i,-0.9

# Next part (seven carried over from the part before).
SMILES,Kir21 block,KCNQ2 inh,STK33 inh
Cc1cnc(C(=O)NNC(=O)c2ccc(Br)cc2)cn1,4.3,i,-0.8
O=C(NC1CCCCC1)c1nc2c(nnn2Cc2ccccc2Cl)c(=O)[nH]1,0.03,i,0.1
Cc1oc(-c2ccc(Cl)cc2)nc1CN1CCC(C(=O)NCCCN2CCCC(C)C2)CC1 (stereo not given),-1.2,i,-1.0
COc1ccc(NC(=O)CNC(=O)Cc2ccccc2)cc1OC,1.6,i,-0.4
CCOc1ccc(S(=O)(=O)NCCC(=O)OCC(=O)Nc2cc(C)on2)cc1,1,i,-0.7
CCCNS(=O)(=O)c1ccc(OCC(=O)N2CCOCC2)cc1,2.7,i,-1.9
CN(C)S(=O)(=O)n1cc(/C=C(\NC(=O)c2ccccc2Cl)C(=O)NCCCN2CCOCC2)c2ccccc21,-0.11,i,-0.9
O=C1C[C@@H](c2ccc(O)cc2)Oc2cc(O)cc(O)c21,1.4,i,2.3
O=C1C(=O)N(c2cccc(Cl)c2)C(c2ccccc2[N+](=O)[O-])/C1=C(\O)c1ccccc1 (stereo not given),0.68,i,-0.8
N#Cc1ccc(C(=O)Nc2nc3ccccc3[nH]2)cc1,-0.27,i,1.3
CC(=O)Nc1ccc(SCc2c(C)noc2C)cc1,0.14,i,-1.6
Cn1c(=O)n(C)c2cc(C(=O)O)ccc21,1.8,i,-0.1
O=C(Nc1ccccc1N1CCCCC1)c1ccc(OC(F)F)cc1,0.33,i,0.2
CCC(Oc1ccccc1)C(=O)Nc1ccc(C)c(S(=O)(=O)N2CCOCC2)c1 (stereo not given),1.3,i,-0.5
COc1cccc(N2CC(=O)N(NC(=O)CSc3nc(C)cc(C)c3C#N)CC2=O)c1,0.72,i,0.7
CCN(CC(=O)Nc1cccc(OC)c1)CC(=O)Nc1ccc(Br)c(C)c1,-0.98,i,-0.8
COc1ccc(C2CCCN2C(=S)Nc2ccc(C)cc2C)cc1OC (stereo not given),-0.19,i,-1.2
Cn1c2c(c(=O)n(C)c1=O)C(c1ccc(Br)cc1)Nc1ccccc1O2 (stereo not given),-0.11,i,-0.4
CCOC(=O)c1cc2c(C)[nH]c(C)c2cc(C(=O)OCC)c1=O,-0.98,i,-1.7
CC(C)c1ccc(S(=O)(=O)N2CCN(C(=O)c3ccc(N4CCCC4)c([N+](=O)[O-])c3)CC2)cc1,-0.7,i,-1.0
COc1ccccc1-c1coc2c(CN3CCN(CCO)CC3)c(O)ccc2c1=O,0.7,i,-0.2
CC(C)C1N(C(=O)N2CCOCC2)CCN1S(=O)(=O)c1ccccc1 (stereo not given),1.5,i,-2.6
Cc1cc(C)cc(N(C(=O)CNC(=O)c2ccco2)C(C(=O)NC2CCCCC2)c2cccnc2)c1 (stereo not given),-0.84,i,-0.4
Cc1nn(Cc2ccccc2Cl)c2sc(C(=O)NCc3ccc4c(c3)OCO4)cc12,0.16,i,-0.4
O=C(Nc1ccc(Oc2ccsc2C(=O)O)cc1)c1ccccc1,-0.13,i,-0.4
CCOC(=O)c1c(NC(=O)CN2CCN(C)CC2)sc(C(=O)Nc2ccccc2)c1C,-0.11,i,-0.4
Cc1onc(-c2ccccc2)c1C(=O)NCc1ccccc1F,-2.5,i,-0.6
Cc1coc(C)c1C(=O)CC1(O)C(=O)Nc2cc(Cl)cc(Cl)c21 (stereo not given),1.4,i,-1.8
O=C(Cc1ccccc1)NNC(=O)Nc1cccc(Cl)c1,1.4,i,-1.4
CCN(C(=O)CCS(=O)(=O)c1cccc2nonc12)c1ccc(C)c(C)c1,-1.5,i,0.4
CCN1C(=O)C2(SC(NC(C)=O)=NN2C(C)=O)c2cc(C)ccc21 (stereo not given),0.55,i,-1.0
COc1ccc(C)cc1NC(=O)CSc1nc2scc(C)c2c(=O)[nH]1,-0.41,i,-1.2
[O-][n+]1c2cc(C(F)(F)F)ccc2c2n1CCN=C2c1ccc(Cl)cc1,-0.05,i,-1.0
CCN(c1ccccc1)S(=O)(=O)c1ccc2c(c1)CCCN2C(C)=O,-1.4,i,-0.5
Cc1nc(C)c(C(=O)N/N=C/c2cc(Br)ccc2O)s1,2.1,i,-0.2
COc1cc(NC(=O)c2cc(OC)c(OC)c(OC)c2)c(OC)cc1NC(=O)CN1CCCCC1,1,i,-1.4
COc1cccc(N(C(=O)CNC(=O)c2ccco2)C(C(=O)NC2CCCCC2)c2ccncc2)c1 (stereo not given),0.83,i,0.4
O=C(N/N=C/c1cn(-c2ccccc2)nc1-c1ccc2c(c1)OCCO2)c1ccncc1,-1.1,i,-0.4
C/C(CCc1ccccc1)=N\NC(=O)COc1ccccc1C,1.3,i,-0.3
Cn1c(C(=O)c2ccccc2)nc2ccccc21,1,i,-1.3
CCOc1ccccc1NC(=O)Nc1cccc(NC(C)=O)c1,0.11,i,0.5
O=C(CSc1nnc2scc(-c3ccccc3)n12)Nc1nsc(-c2ccc(Cl)cc2)n1,0.79,i,-0.9
CC1CCC(C(C)C)C(OC(=O)COC(=O)c2cccn2C)C1 (stereo not given),-1,i,-0.6
CCn1c(CNC(=O)c2cccs2)n[nH]c1=S,1.4,i,-1.5
COc1ccc(NC(=O)COC(=O)Cc2ccccc2[N+](=O)[O-])cc1OC,0.13,i,-1.2
CCOc1cccc(C(=O)N(Cc2cccc(F)c2)C2CCS(=O)(=O)C2)c1 (stereo not given),-0.02,i,.
COc1cccc(CNS(=O)(=O)c2ccc3c(c2)CC(C)N3C(=O)C2CCC2)c1 (stereo not given),-0.58,i,-2.5

# Part of the list above, set out differently:
# Under each structure – Kir21 block	KCNQ2 inh	STK33 inh
- O=C1C(=O)N(c2cccc(Cl)c2)C(c2ccccc2[N+](=O)[O-])/C1=C(\O)c1ccccc1 (stereo not given)
    0.68	i	-0.8
- Cc1onc(-c2ccccc2)c1C(=O)NCc1ccccc1F
    -2.5	i	-0.6
- Cc1nc2c3c(sc2c(=O)[nH]1)NC(=O)CC3c1ccccc1Cl (stereo not given)
    -1.1	i	2.4
- CC(C)(C)C(=O)Nc1sc2c(c1C#N)CCN(Cc1ccccc1)C2
    0.37	i	-1.0
- CCn1c(CNC(=O)c2cccs2)n[nH]c1=S
    1.4	i	-1.5
- Cc1oc(-c2ccc(Cl)cc2)nc1CN1CCC(C(=O)NCCCN2CCCC(C)C2)CC1 (stereo not given)
    -1.2	i	-1.0

# (cont.)
SMILES,Kir21 block,KCNQ2 inh,STK33 inh
FC(F)(F)c1cc(-c2ccc(Cl)cc2)nc2ncnn12,-1.2,i,-3.0
CCOc1ccc(CCNC(=O)CN2C(=O)NC3(CCCC3)C2=O)cc1OCC,1.3,i,3.4
CCOC(=O)N1CCN(C(=O)COc2ccc(S(=O)(=O)NC(C)C)cc2)CC1,0.27,i,-1.1
Cc1nc(C2CC(=O)OC23CCCCC3)cs1 (stereo not given),-3.6,i,-1.4
Cc1cccc(C(=O)NCC(=O)N(C)CC(=O)Nc2ccc(N3CCOCC3)cc2)c1,-0.63,i,-1.3
CCC(C)N(C)C1CCN(C(=S)Nc2ccc(OC)cc2)CC1 (stereo not given),-0.39,i,0.7
COc1ccc(CC(=O)c2ccccc2C(=O)O)cc1,-0.06,i,-1.3
O=C(COC(=O)Cc1ccc(Cl)cc1)Nc1ccc2[nH]c(=O)[nH]c2c1,1.2,i,-0.8
COc1ccc(S(=O)(=O)N2CCC(C(=O)NCCCN3CCOCC3)CC2)cc1,3.3,i,-0.1
CCn1c(O)c(C=Nc2ccccc2)sc1=O,-0.62,i,.
COc1ccc(-c2ncncc2-c2ccccc2)c(O)c1,-0.96,i,2.5
Cn1cc(Cl)c(C(=O)N2CCN(c3ncccn3)CC2)n1,0.49,i,-0.2
COc1cc(C(=O)OCC(=O)NCCCc2ccccc2)ccc1OCC(C)C,0.51,i,-1.4
CC1(C)C(C=C(Cl)Cl)C1C(=O)N/N=C/c1ccccc1F (stereo not given),-1.7,-9.9*,2.2
O=C(CSc1ccccc1[N+](=O)[O-])NC1CCS(=O)(=O)C1 (stereo not given),-1.2,i,-1.5
O=S(=O)(c1ccc(F)cc1)n1ccc(-c2cccc(OCc3c(F)cccc3Cl)c2)n1,1.2,i,-0.1
COc1ccc(CN2C(=O)c3cccnc3C2=O)cc1S(=O)(=O)NCc1ccccc1,0.27,i,-1.1
CCOC(=O)/C(C#N)=C/c1ccc(OC(=O)c2ccco2)c(OCC)c1,-0.41,i,-0.2
CCCC[n+]1ccn(-c2nc3ccccc3nc2[N-]S(=O)(=O)c2ccc(C)cc2)c1,-0.79,i,0.0
Cc1ccc(NC(=O)CSc2ccc(-c3ccccn3)nn2)cc1,-1.9,i,-1.3
CC(C)(C)c1ccc(C(=O)NCC(=O)N2CCNC(=O)C2)cc1,0.83,i,0.6
Cn1c(=O)c(C(=O)NC2CCCCCC2)c(O)c2ccccc21,2.8,i,-0.7
Cc1ccc([N+](=O)[O-])cc1N=C(c1ccc([N+](=O)[O-])cc1)N1CCOCC1,-0.08,i,-2.9
Cc1ccccc1NC(=O)c1cc(N)ccc1N1CCCCC1,-2.4,i,-2.2
Cn1c(=O)cc(SCC(=O)N2CCCC2)c2cc(Cl)ccc21,-0.07,i,-0.3
CC(C)C(NC(=O)OCc1ccccc1)C(=O)OCC(=O)N1C(C)CCCC1C (stereo not given),-1.3,-8.2*,4.4
CCCc1nc2ccccc2n1C(=S)SC,-0.5,i,-2.1
COc1cc(CN2CCNC(=O)C2CC(=O)NCCCN2CCOCC2)cc(OC)c1 (stereo not given),-0.44,i,-0.4
CCN(CC)C(=O)Cn1cc(C(=O)C(=O)N(CC)C2CCCCC2)c2ccccc21,-0.12,i,0.3
CC(=O)Nc1ccc(-n2c(C)nc(=O)c(-c3ccccc3)c2C)cc1,0.7,i,-1.3
COc1ccc(CCNC(=O)C2CC(=O)N(C3CCCC3)C2)cc1OC (stereo not given),0.67,i,0.2
CC(=O)Nc1ccc(NC(=O)C(C)OC(=O)C2CCCC2)cc1 (stereo not given),1.8,i,0.6
Cc1ccc(/C=C2\SC(=S)N(CCC(=O)NNC(=O)c3ccc(O)cc3)C2=O)cc1,-0.24,i,0.3
Cc1cc(C)nc(SC2CC(=O)N(c3ccc(Br)cc3)C2=O)n1 (stereo not given),0.28,i,-1.1
O=C(CN1C(=O)/C(=C\c2ccc(F)cc2)Oc2ccccc21)NCc1ccco1,-1.1,i,.
CN(CC(=O)Nc1sc2c(c1C#N)CCCCC2)Cc1nc2ccccc2c(=O)[nH]1,-0.68,i,1.1
Cc1ccccc1-n1c(SCC(=O)c2c(N)n(C)c(=O)n(C)c2=O)nc2sc3c(c2c1=O)CCCC3,0.62,i,-1.8
CCN(CC(=O)Nc1cccc(OC)c1)C(=O)c1ccncc1,-0.06,i,-1.7
Cc1cccc(C2c3[nH]c4ccccc4c3CCN2Cc2ccc(C)s2)n1 (stereo not given),-2,i,-1.0
Cc1ncc(C[n+]2csc(CCOC(=O)CC3C4CC5CC(C4)CC3C5)c2C)c(N)n1 (stereo not given),0.02,i,-0.4
Cc1cccc(OCCc2c(C)[nH]c(=S)[nH]c2=O)c1,0.5,i,-1.9
Cc1ccc(OCC(=O)N2CCN(C(=O)Cc3ccccc3)CC2)cc1,1.3,i,-1.7
COc1ccc(-c2cc(C(=O)NCc3ccco3)c3ccccc3n2)cc1,0.21,i,10
Cc1ccc2c(c1)N(CC(=O)Nc1ncccc1C)C(=O)C(C(C)C)O2 (stereo not given),-0.39,i,-1.2
CCN(CC)CCN(C(=O)c1ccc(C(C)=O)cc1)c1nc2ccc(Cl)cc2s1,-0.94,i,-1.0

# Screening results (PubChem)

# Hits appear at their usual frequency. About 1.9% of those tested had a hit in this group.
